Bioassay records deposited in PubChem by National Center for Advancing Translational Sciences (NCATS).
pAkt inh: inhibitors of Akt phosphorylation. Neuro2A IGF-stimulated pAkt S473 HTRF, 20 min; active compounds read low. activity change, % for hits at 50 µM. hit rate 0.32% among 360,000. AID 651550; in the data active = activity change below about -80%; inconclusive = mostly about -51% to -80%; also: % is scaled to controls: 0 for no effect and ±100 for the full control effect
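Neuro2A cells in DMEM with 0.5% FBS, overnight at 37 deg C, given compound at single 50 µM final, then IGF (6 nM final) for 20 min at 37 deg C. Lysed; phospho-Akt Ser473 by HTRF after 24 h, 665/615 ratio.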
GLP1R ag: activates the human GLP-1 receptor | P43220 | HEK293 GLP-1R CRE-luciferase, luminescence, 4-6 h; cells express a hypersensitive GLP-1R form | Potency, µM (top dose mostly 45.6 µM), for the others: at the highest dose activation, most hits filed as activators | hit rate 0.007% among 380,000; also: potency is read from the fitted curve at half-maximal effect; % of control where 0% means no effect
PTHR1 ag: activates the human parathyroid hormone receptor PTHR1. hit rate 0.075% among 410,000. HEK293 GP2 PTHR1 cells, GloSensor cAMP luminescence, 1 h. Potency, µM (top dose mostly 115 µM), without a hit: at the highest dose activation, most hits filed as activators; also: potency is read from the fitted curve at half-maximal effect; nearly all actives have a fitted effect of over 55% in size; some results filed as inactive show a strong effect at the top dose; inactives centre near -15; many of its hits are not listed in these tables
Target sequence (Q03431 whole entry, looked up): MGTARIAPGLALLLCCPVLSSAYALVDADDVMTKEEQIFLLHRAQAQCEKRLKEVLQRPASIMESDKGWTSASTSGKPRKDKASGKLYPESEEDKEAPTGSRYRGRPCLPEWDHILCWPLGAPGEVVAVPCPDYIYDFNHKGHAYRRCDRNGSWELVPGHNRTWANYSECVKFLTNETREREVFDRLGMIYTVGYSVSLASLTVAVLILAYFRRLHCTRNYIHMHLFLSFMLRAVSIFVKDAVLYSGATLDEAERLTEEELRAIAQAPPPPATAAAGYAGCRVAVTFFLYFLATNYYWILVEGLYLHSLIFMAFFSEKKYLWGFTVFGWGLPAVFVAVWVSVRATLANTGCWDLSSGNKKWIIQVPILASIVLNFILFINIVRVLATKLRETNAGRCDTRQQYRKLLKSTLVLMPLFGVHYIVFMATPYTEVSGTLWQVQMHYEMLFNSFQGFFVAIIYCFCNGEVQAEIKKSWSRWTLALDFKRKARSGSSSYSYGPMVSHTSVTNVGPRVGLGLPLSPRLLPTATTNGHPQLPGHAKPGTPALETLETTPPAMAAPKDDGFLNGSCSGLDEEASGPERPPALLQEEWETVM
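HEK-293-derived GP2 cells expressing PTHR1 and a GloSensor cAMP reporter, 3,000/well, plated overnight, given luciferin plus IBMX (each 0.5 mM as added) for 1 h at 37 °C, then compound for 1 h at 37 °C. Luminescence was read after 15 min at room temperature.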
GLP-1R inv ag: inverse agonists of human GLP-1 receptor; hit rate 1.6% among 410,000; P43220; Potency, µM (top dose mostly 38.3 µM), inactives show top-dose activity change, negative = inhibition, usual class: inhibitors; AID 624417; HEK293 GLP-1R CRE-luciferase, luminescence, 24 h; GLP-1R form is constitutively active; also: potency is read from the fitted curve at half-maximal effect; % is scaled to controls: 0 for no effect and ±100 for the full control effect; nearly all actives have a fitted effect of over 55% in size
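Seeding at 200 cells/uL, 12 h culture, 24 hr compound treatment, then luciferase reagent and a luminescence read; cells are HEK293 stably expressing a constitutively active GLP-1R plus cAMP-responsive luciferase.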
Abeta rescue: restores growth of yeast expressing A-beta42 peptide; hit rate 0.063% among 410,000; yeast expressing A-beta42, growth rescue, OD600, 48 h; response scale: 0% DMSO, 100% iron-clioquinol control; Potency, µM (series often up to 46.1 µM), without a hit: at the top dose growth rescue, most hits filed as activators; also: potency is read from the fitted curve at half-maximal effect; nearly all actives have a fitted effect of over 55% in size
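Growth rescue measured by 600 nm absorbance after 48 h yeast culture at 30 C with compound. Values normalized between DMSO and an equimolar ferric chloride plus clioquinol control.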
FUS yeast rescue: suppressors of FUS proteinopathy in yeast. S. cerevisiae FUS-expressing, growth rescue, OD600, 24 h. Potency, µM (top dose mostly 76.6 µM), without a hit: at the top dose growth rescue (activation), hits mostly activators. hit rate 0.24% among 390,000. AID 1347120;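 also: potency is read from the fitted curve at half-maximal effect; plate controls were DMSO vehicle for no effect and reference control for full effect; nearly all actives have a fitted effect of over 55% in size; some results filed as inactive show a strong effect at the top dose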
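Quantitative HTS measuring growth restoration of FUS-toxic yeast. Galactose-induced cells (OD 0.005) were exposed 24hr at 30C to compounds at several concentrations, then absorbance at 600 nm was recorded.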
aSyn yeast inh: inhibitors of alpha-synuclein toxicity in yeast; Yeast expressing alpha-synuclein, growth rescue, BacTiter-Glo, 24 h; Potency, µM (titrated, usually from 46.1 µM), inactives show at the top dose growth rescue (activation), hits mostly activators; hit rate 0.14% among 370,000; also: potency is read from the fitted curve at half-maximal effect; % of control where 0% means no effect; nearly all actives have a fitted effect of over 65% in size
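Rescue of yeast growth: cells expressing toxic alpha-synuclein, induced in galactose at OD600 0.02, incubated with compound 24 h at 30 C. ATP luminescence quantified growth; inhibitors of toxicity appear as activators.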
D3 antag: blocks the human D3 dopamine receptor; P35462; D3R cells, DiscoveRx beta-arrestin luminescence, antagonist mode; active compounds read low; max response, negative = inhibition, %; hit rate 2.5% among 360,000; AID 652054; in the data active = max response below about -50%; inconclusive = no clear call, values can overlap the other calls; also: % is scaled to controls: 0 for no effect and ±100 for the full control effect; mostly tested at two doses, the higher about 12 µM
Target sequence (P35462 whole entry, looked up): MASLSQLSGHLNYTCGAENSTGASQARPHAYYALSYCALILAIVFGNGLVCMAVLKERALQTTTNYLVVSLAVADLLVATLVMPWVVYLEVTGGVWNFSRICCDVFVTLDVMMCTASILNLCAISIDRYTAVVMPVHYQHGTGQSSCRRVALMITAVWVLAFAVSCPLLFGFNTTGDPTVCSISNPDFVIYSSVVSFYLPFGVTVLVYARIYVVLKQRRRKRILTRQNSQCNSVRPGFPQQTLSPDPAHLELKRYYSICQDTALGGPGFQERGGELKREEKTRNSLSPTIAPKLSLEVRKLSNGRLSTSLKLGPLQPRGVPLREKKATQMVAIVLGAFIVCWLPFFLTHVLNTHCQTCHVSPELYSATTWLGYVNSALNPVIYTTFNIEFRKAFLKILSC
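Cells expressing the human receptor were seeded at 1500 cells/well, incubated overnight at 37 degrees C in 5% CO2, then exposed to library compounds with dopamine controls for 90 minutes at 37 degrees C before luminescent detection.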
TDP-43 yeast inh: rescues yeast growth from TDP-43 toxicity; TDP-43 expressing yeast growth rescue, BacTiter-Glo, 24 h; Potency, µM (doses to about 46.1 µM), without a hit: top-dose growth rescue (activation), actives largely listed as activators; hit rate 1.8% among 410,000; AID 652104; also: potency is read from the fitted curve at half-maximal effect; % of control where 0% means no effect; nearly all actives have a fitted effect of over 50% in size
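Yeast cells expressing TDP-43 under galactose induction are exposed to compounds for 24 hr at 30 deg C. BacTiter-Glo luminescence measures growth, so protective compounds score as activators.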
* = called active by the depositor; i = inactive; ? = inconclusive; nt = no result given; & = joins results of further samples; [ ] = remark or other dose. Unless noted, calls follow the shape of the dose curve; as a rule, active = well fitted curve in the direction sought with a large enough effect; inconclusive = small, poorly fitted or top-dose-only effect, or another doubt; inactive = no such curve, though single readings can be large; an effect the other way counts as inactive or inconclusive.

SMILES	pAkt inh	GLP1R ag	PTHR1 ag	GLP-1R inv ag	Abeta rescue	FUS yeast rescue	aSyn yeast inh	D3 antag	TDP-43 yeast inh
O=C(NC(=S)NC(c1ccccc1)c1ccncc1)c1ccccc1 (stereo not given)	i	12%	i	-15%	0%	nt	6%	67	26%
CC(=O)c1c(C)nn(CC(O)COc2ccc3ccccc3c2)c1C (stereo not given)	i	-4%	-37%[inhibitor]	-7%[0.307 µM]	13%	26%	6%	10	26%
O=C1NC2(CCCCC2)C(=O)N1c1ccc(Cl)cc1	i	0%	-3%	-13%	2%	-34%	2%	11	-2%
Nc1cc(OC(=O)c2c(F)cccc2Cl)nn1S(=O)(=O)c1ccccc1	i	0%	-25%	-8%	8%	-18%	3%	-13	19%
Nc1c(C(=O)c2ccc(Cl)cc2)sc2nc3c(cc12)CCC3	i	1%	-4%	24%	5%	-7%	1%	-16	24%
CCOC(=O)c1cc(C#N)c(SCC(N)=O)[nH]c1=O	i	-6%	i	16%	15%	9%	-1%	-2	-4%
COc1ccc(CCNC(=O)CCCn2c(=O)c3cccn3c3ccc(F)cc32)cc1OC	nt	nt	i	159%[activator]	-6%	0%	nt	nt	14%
CC(OC(=O)CSCC(=O)Nc1ccc(Cl)cc1)C(=O)N(C)Cc1ccccc1 (stereo not given)	i	11%	-15%	?	0%	25%	-4%	-1	-24%
CC[C@H](C)C(N)c1cn(C(CCCN=C(N)N)C(=O)N2CCNCC2)nn1 (stereo not given in full)	i	-5%	i	21%	5%	-14%	-8%	21	11%
CNc1nc(SC)nc2ccsc12	i	-2%	3%[57.5 µM]	42%[activator]	-5%	1%	-22%	13	-4%
Cc1c(C(=O)NCc2ccc(F)cc2)oc2ccc(S(=O)(=O)N3CCCCC3)cc12	nt	nt	i	10µM*	2%	27%	nt	nt	6%
O=C1CN(C(=O)c2cc3ccccc3oc2=O)C(c2ccc(F)cc2)c2cc(F)ccc2N1 (stereo not given)	i	0%	-33%[inhibitor]	-26%	-3%	33%	-4%	-2	7%
S=C1NC2=C(CCC/C2=C\c2ccccc2)C(c2ccccc2)N1 (stereo not given)	i	2%	i	3%	11%	26%	-3%	-7	5%
CCn1c(=S)sc2c(=O)n(CC(=O)Nc3ccc(OC)c(Cl)c3)c(C)nc21	i	4%	i	5%	-2%	-10%	2%	14	9%
CNc1ccc(SC#N)cc1	i	-2%	-66%[inhibitor]	-9%	-29%	5%	-4%	-7	?
CCc1ccc(OCCn2c(C3CC(=O)N(Cc4ccc(F)cc4)C3)nc3ccccc32)cc1 (stereo not given)	nt	nt	-26%	?	-16%	?	nt	nt	15%
O=[N+]([O-])c1ccccc1SNc1ccccc1	i	0%	i	?	14%	-7%	18%	-29	13µM*
Cc1ccc(N2CCN(Cc3nnc(-c4ccccc4F)o3)CC2)c(C)c1	nt	nt	-63%[inhibitor]	?	24%	23%	nt	nt	17%
Cc1cc(NC(=O)c2cccc(S(=O)(=O)N3CCCC3)c2)no1	i	15%	i	2%	-12%	10%	2%	37	-7%
Cc1ccc(Cn2c(C)c(CNCc3ccccc3F)c(C(=O)O)c2C)cc1	nt	nt	i	-9%	-2%	1%	nt	nt	-24%
CCC(=O)Nc1cccc(C(=O)c2ccccc2)c1	i	-1%	-5%[57.5 µM]	3%	-8%	-3%	-11%	-28	27%
CCn1cc(C(=O)NCc2ccco2)c(=O)c2ccc(C)nc21	i	5%	i	25%	-14%	18%	1%	-21	-8%
CC(=O)c1sc(Nc2nc3ccc(F)cc3s2)nc1C	i	0%	-37%	?	-9%	37%	1%	74	14%
CC(NC(=O)c1cccs1)c1ccc2c(c1)OCO2 (stereo not given)	i	6%	-11%	0%	1%	16%	-9%	10	7%
Cc1ccc(NC(=O)[C@H](C)NC(=O)C2CCN(C(=O)[C@@H](N)C(C)C)CC2)cc1	i	0%	i	-5%	7%	-33%	-8%	10	-7%
CCC(C)NC(=O)CSc1ccc(S(=O)(=O)N(C)C2CCCCC2)cn1 (stereo not given)	i	4%	-6%	?	3%	nt	8%	7	?
CCOC(=O)c1ccccc1NC(=O)c1ccc2c(SCC(=O)O)c3c(nc2c1)CCCC3	i	-5%	-26%	42%[activator]	nt	10%	15%	16	29%
Cc1ccc(OCCOC(=O)CN2C(=O)NC3(CCCC3)C2=O)cc1	i	3%	-24%	-20%	4%	10%	-2%	-17	-29%
COC(=O)c1sccc1NC(=O)CN(C)NS(=O)(=O)c1ccc(Cl)cc1	i	5%	i	0%	-7%	32%	-20%	-11	?
COc1ccccc1CCC(=O)Nc1ccc(C)cc1Cl	i	16%	i	-19%	-9%	-1%	-21%	-7	0%
Fc1ccc(NC(=S)NN=Cc2ccccc2Cl)cc1	i	19%	-11%	?	?	6%	1%	-23	6%
COc1ccc2ccccc2c1/C=N/O	i	13%	-9%	0%	5%	27%	13%	18	?
CC1CCCCC1NC(=S)NC(=O)c1ccccc1Br (stereo not given)	i	-5%	-33%	?	18%	nt	0%	0	16%
C=C(C)Cn1c(=O)c2c(nc3n2CCCN3CCc2ccccc2)n(C)c1=O	i	8%	i	?	-21%	22%	13%	8	22%
CC(=O)N(CCc1ccccc1C)Cc1cc2ccc(C)cc2[nH]c1=O	i	12%	-10%	-8%	-3%	30%	5%	14	-16%
O=C(CCc1ccccc1)N1CCN(c2ccc(Cl)cc2)CC1	i	0%	-32%[inhibitor]	2%	-17%	20%	22%	5	-20%
COc1ccc(CCNC(=O)CCC(=O)N2CCOc3ccc(Cl)cc32)cc1OC	i	-9%	i	-14%	8%	4%	-4%	-25	23%
O=c1c2c(nc3nc(NCc4ccc(Cl)cc4)[nH]n13)CCC2	i	3%	i	7%	8%	13%	0%	0	-18%
COC(=O)C1CCN(C(=O)c2ccc3oc(Cc4ccc(Cl)cc4)nc3c2)CC1	i	-4%	i	1%	8%	31%	1%	-21	?
COc1cccc(OC)c1C(=O)Nc1cccc(-c2nc3cc(C)cc(C)c3o2)c1	nt	3%	-19%	0%	-11%	41%	nt	nt	0%
CC(C)c1ccc(-c2nc(N3CCCCC3)[nH]c(=O)c2C#N)cc1	i	-5%	-24%	2%	5%	-8%	7%	-3	0%
Cc1cc(-c2cccs2)c2c(n1)sc1c(=O)[nH]c(=O)[nH]c12	nt	-5%	?	22%	-11%	-17%	-1%	-84*	-24%
COc1ccccc1C(NC(C)=O)c1cc(Cl)c2cccnc2c1O (stereo not given)	i	0%	i	?	17%	-7%	0%&-11%	-54*	-9%
Cc1ccc(S(=O)(=O)Nc2ccc3c(c2)C(=O)N([C@@H](C)CO)C[C@@H](C)[C@@H](CN(C)C(=O)NC(C)C)OCCCC[C@H](C)O3)cc1	i	8%	-16%	26%	8%	35%	0%	-24	16%
O=C(Cc1ccccc1)Nc1cccc(N2C(=O)C=CC2=O)c1	i	1%	-48%[inhibitor]	9%	-17%	nt	2%	6	6.3µM*
Cc1noc(C)c1S(=O)(=O)Nc1ccc2c(c1)C(=O)N([C@H](C)CO)C[C@H](C)[C@@H](CN(C)C(=O)NC1CCCCC1)O2	i	0%	-8%	9%	7%	9%	1%	0	21%
CCOC(=O)C(C)Sc1nc2ccccc2c(=O)n1CC1CCCCC1 (stereo not given)	i	-3%	-1%	?	-16%	36%	9%	-17	-20%
CC(C)C(=O)Nc1ccc(C(=O)c2ccccc2)cc1	i	3%	-13%[57.5 µM]	0%	24%	14%	-3%	28	-10%
Cc1ccc(NC(=O)CN2C(=O)COc3ccc(S(=O)(=O)N4CCOCC4)cc32)c(Cl)c1	nt	nt	i	-7%	2%	-9%	nt	nt	3%
Cn1c(SCC(=O)NC2CCCCC2)nnc1-c1ccc(N)cc1	i	0%	i	25%	-15%	12%	-6%	4	-3%
CCOC(=O)Cc1c(C(=O)OCC)nnc2c(-c3ccccc3)c(C)nn12	nt	5%	i	-8%	-22%	?	nt	nt	28%
CCCc1nnc(NC(=O)c2oc3ccccc3c2COCC)s1	i	4%	i	2%	1%	28%	0%	7	8%
CCC(C)NC(=O)C1CCN(S(=O)(=O)CC)CC1 (stereo not given)	i	2%	i	6%	4%	-13%	-1%	-20	-15%
CC(=O)Nc1ccc2c(c1)Cc1ccc(Cl)cc1-2	i	8%	-9%	?	-17%	21%	-8%	-3	24%
O=C(Nc1sc2c(c1C(=O)Nc1ccccc1Cl)CCCC2)c1ccccc1F	nt	nt	i	4%	-4%	9%	nt	nt	21%
CCn1c(-c2cc(-c3ccccc3OC)nc3ccccc23)n[nH]c1=S	i	-2%	-15%	-12%	-2%	nt	3%	35	0%
Cc1c(C(=O)OCc2ccc(F)cc2)sc2nc3n(c(=O)c12)CCC3	i	11%	-54%[inhibitor]	62%[activator]	-4%	-10%	1%	6	-7%
Cc1cccc(CNC(=O)C2CCC(=O)N(C3CCCCCC3)C2)c1 (stereo not given)	i	-2%	-4%	-14%	6%	40%	2%	18	14%
CCOC(=O)c1ccc(CN(Cc2ccc(Br)cc2)S(=O)(=O)c2cccc(Cl)c2C)cc1	nt	nt	i	-1%	0%	-22%	nt	nt	11%
Cc1ccc(C2CC(=O)N(Cc3ccc(F)cc3)c3c2c(C)nn3-c2nc(C)cc(C)n2)cc1 (stereo not given)	nt	nt	-7%	-24%	22%	21%	nt	nt	0%[9.22 µM]

Complete entries from above. Screens in order: pAkt inh	GLP1R ag	PTHR1 ag	GLP-1R inv ag	Abeta rescue	FUS yeast rescue	aSyn yeast inh	D3 antag	TDP-43 yeast inh
`C=C(C)Cn1c(=O)c2c(nc3n2CCCN3CCc2ccccc2)n(C)c1=O` is entered as i	8%	i	?	-21%	22%	13%	8	22%
`COc1ccc(CCNC(=O)CCCn2c(=O)c3cccn3c3ccc(F)cc32)cc1OC` is entered as nt	nt	i	159%[activator]	-6%	0%	nt	nt	14%

Some of the compounds tested, so the mix of outcomes need not match the whole.
